ELG1 genotox: qHTS screen for small molecules that induce genotoxicity in human embryonic kidney (HEK293T) cells expressing luciferase-tagged ELG1; HEK293T ELG1-luciferase reporter, luminescence, 16 h; Potency, µM (doses to about 46 µM), inactives show at the highest dose activity change, positive = activation, usual class: activators; hit rate 1.3% among 330,000; AID 504466, 2011; also: % of control where 0% means no effect; nearly all actives have a fitted effect of over 60% in size
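Genotoxic stress is detected as increased luminescence from luciferase-tagged ELG1 in HEK293T cells, measured with ONE-Glo after a 16 hr treatment at 37 °C.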
BRCA1 expr act: qHTS Assay to Identify Small Molecule Activators of BRCA1 Expression | MCF7-BRCA1-FFLuc reporter, luminescence, 48 h; response scale: scaled: vehicle 0%, 10 µM genistein 100% | Potency, µM (titrated, usually from 46.1 µM), for inactives: at the top dose activation, hits mostly activators | hit rate 1.1% among 380,000; also: nearly all actives have a fitted effect of over 80% in size; some results filed as inactive show a strong effect at the top dose
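Luminescence from a BRCA1-driven firefly luciferase in MCF7 cells was read after 48 h compound exposure at 37 C. Data normalized against DMSO and a 10microM genistein activation control, then curve-fitted across the titration.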
p53 reactivator: qHTS assay for re-activators of p53 using a Luc reporter. Potency, µM (top dose mostly 92.2 µM), inactives show at the top dose activity change, positive = activation, actives largely listed as activators. H1299 p53-A138V BP100-luciferase reporter, luminescence, 24 h. hit rate 0.063% among 320,000. AID 504706, 2011; also: % of control where 0% means no effect; nearly all actives have a fitted effect of over 45% in size
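H1299 (p53-null), stable ts p53-A138V + BP100-Luc; 1000 cells/well, Opti-MEM/10% FBS; cpd 4 pt, 1:5; 24 h, 37 deg C, 5% CO2; detection reagent 10 min RT; luminescence.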
uPA surface inh: qHTS for Inhibitors of Cell Surface uPA Generation. Potency, µM (series often up to 38.3 µM), inactives show at the top dose activity change, negative = inhibition, usual class: inhibitors. cell surface uPA generation assay, qHTS. hit rate 0.31% among 330,000; active = well fitted inhibition curve with a large enough effect; inconclusive = small, poorly fitted or top-dose-only effect; inactive = no such curve, though single readings can be large or run the other way; tested in mouse RAW 264.7 cells; also: % is scaled to controls: 0 for no effect and ±100 for the full control effect; nearly all actives have a fitted effect of over 55% in size
MBNL1-CUG inh: qHTS Assay for Inhibitors of MBNL1-poly(CUG) RNA binding; Potency, µM (series often up to 57.5 µM), inactives show at the top dose activity change, negative = inhibition, usual class: inhibitors; Muscleblind-like protein 1 (Homo sapiens), Q9NR56; hit rate 0.036% among 280,000; TR-FRET MBNL1-His/biotin-(CUG)12 binding, 665/545 ratio; active = well fitted inhibition curve with a large enough effect in the signal ratio, with a control signal flat, not every such curve was filed as active; inconclusive = small, poorly fitted or top-dose-only effect, or effect the other way, or a change in a side signal; inactive = no such curve, though single readings can be large or run the other way; the % refers to the signal ratio; also: % is scaled to controls: 0 for no effect and ±100 for the full control effect
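MBNL1-His + Biotin-(CUG)12, cpd titration 92 nM–58 uM; Tb anti-His Ab 0.055 ng/ul, SA-XL665 5 nM (final); 60 min RT; ratiometric 665/545 nm, Ex 340 nm; normalized to buffer and full-complex controls.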
RORgamma inh: qHTS for inhibitors of ROR gamma transcriptional activity; AID 2551, 2010; Drosophila S2 Gal4-RORgamma UAS-luciferase reporter, 20 h; Nuclear receptor ROR-gamma (Mus musculus), P51450; Potency, µM (highest dose often 53.6 µM), for the others: at the top dose activity change, negative = inhibition, usual class: inhibitors; hit rate 5.4% among 310,000; also: % is scaled to controls: 0 for no effect and ±100 for the full control effect; nearly all actives have a fitted effect of over 60% in size
Target sequence (P51450 whole entry, looked up, the tested form may be a part): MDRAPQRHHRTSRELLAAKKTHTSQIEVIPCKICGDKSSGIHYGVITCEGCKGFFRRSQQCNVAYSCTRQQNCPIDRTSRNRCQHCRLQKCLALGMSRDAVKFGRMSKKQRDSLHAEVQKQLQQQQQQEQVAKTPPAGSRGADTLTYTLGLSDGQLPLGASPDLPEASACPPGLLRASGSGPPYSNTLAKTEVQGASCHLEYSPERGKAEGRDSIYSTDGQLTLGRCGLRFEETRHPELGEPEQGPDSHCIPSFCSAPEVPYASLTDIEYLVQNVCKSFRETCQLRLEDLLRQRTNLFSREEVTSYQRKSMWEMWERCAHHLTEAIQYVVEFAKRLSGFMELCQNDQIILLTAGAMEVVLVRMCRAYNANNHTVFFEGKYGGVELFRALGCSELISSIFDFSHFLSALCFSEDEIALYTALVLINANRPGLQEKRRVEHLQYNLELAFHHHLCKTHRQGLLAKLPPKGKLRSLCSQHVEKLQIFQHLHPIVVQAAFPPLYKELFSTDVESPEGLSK
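Using a luciferase readout, inhibitors were identified by reduced reporter activity in Drosophila cells coexpressing a copper-inducible Gal4–ROR gamma fusion and UAS-driven Photinus luciferase, incubated 20 hr after 700 uM copper sulfate.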
Rab9 promoter act: qHTS Assay for Rab9 Promoter Activators; Huh7 Rab9 promoter-luciferase reporter, luminescence, 24 h; Potency, µM (doses to about 9.22 µM), for the others: top-dose activation, negative = inhibition, most hits filed as activators; hit rate 2.8% among 320,000; also: % of control where 0% means no effect; nearly all actives have a fitted effect of over 60% in size
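Using Huh7 cells stably transfected with Rab9 promoter–luciferase, compounds were incubated 24 h at 37 °C, 5% CO2; luciferase luminescence was read 10 min after reagent addition.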
NPC1 promoter act: qHTS Assay for NPC1 Promoter Activators. Huh7 NPC1 promoter luciferase reporter, 24 h. Potency, µM (series often up to 9.22 µM), for inactives: at the highest dose activation, actives largely listed as activators. hit rate 2.4% among 320,000;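 also: % of control where 0% means no effect; nearly all actives have a fitted effect of over 60% in size; reporter is driven by a mutant NPC1 promoter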
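Luciferase expression driven by the NPC1 promoter was measured in stably transfected Huh7 cells after a 24 h compound incubation, using a luciferase reagent and a luminescence read.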
FLuc counter: qHTS profiling assay for firefly luciferase inhibitor/activator using purifed enzyme and Km concentrations of substrates (counterscreen for miR-21 project) | AID 588342, 2011 | Potency, µM (highest dose often 57.5 µM), for the others: at the top dose activity change, negative = inhibition, actives largely listed as inhibitors | purified FLuc, Km substrates, luminescence inhibition | hit rate 6.9% among 360,000;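 also: plate controls were vehicle for no effect and reference inhibitor for full effect; nearly all actives have a fitted effect of over 55% in size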
Target sequence (P08659 whole entry, looked up): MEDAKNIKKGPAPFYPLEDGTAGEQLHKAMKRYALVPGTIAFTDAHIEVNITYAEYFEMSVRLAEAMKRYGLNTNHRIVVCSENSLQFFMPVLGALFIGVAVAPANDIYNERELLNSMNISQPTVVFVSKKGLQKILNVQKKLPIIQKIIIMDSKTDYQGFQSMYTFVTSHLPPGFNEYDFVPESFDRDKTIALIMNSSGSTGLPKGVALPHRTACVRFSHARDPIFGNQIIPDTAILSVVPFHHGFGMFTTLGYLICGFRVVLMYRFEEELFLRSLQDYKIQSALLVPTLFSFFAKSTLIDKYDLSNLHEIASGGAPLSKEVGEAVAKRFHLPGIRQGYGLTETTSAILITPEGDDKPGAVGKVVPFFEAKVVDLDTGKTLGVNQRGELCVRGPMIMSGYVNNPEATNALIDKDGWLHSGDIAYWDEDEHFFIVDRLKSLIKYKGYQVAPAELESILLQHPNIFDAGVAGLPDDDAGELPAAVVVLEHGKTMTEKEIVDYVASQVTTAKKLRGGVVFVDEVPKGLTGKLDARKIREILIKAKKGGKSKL
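Purified P. pyralis luciferase (10nM final) with 10uM D-luciferin and 10uM ATP (Km levels) in 50mM Tris acetate pH 7.5, 10mM Mg acetate, 0.01% Tween-20, 0.05% BSA; qHTS 6-point titration, ~60 µM downward; luminescence read.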
Gal4-VP16 FLuc: VP16 counterscreen qHTS for inhibitors of ROR gamma transcriptional activity; Potency, µM (top dose mostly 53.6 µM), for the others: at the highest dose activity, negative = inhibition, hits mostly inhibitors; Drosophila S2 Gal4-VP16 UAS-luciferase, luminescence, 20 h; AID 2546, 2010; hit rate 3.5% among 310,000;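 also: Gal4-VP16 expression switched on by copper sulfate through the metallothionein promoter; % is scaled to controls: 0 for no effect and ±100 for the full control effect; nearly all actives have a fitted effect of over 50% in size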
Numbers without * were called inactive; ? = inconclusive; . = not tested or not shown; & = joins results of further samples; [ ] = dose if it differs, or a comment. Unless noted, calls follow the shape of the dose curve; as a rule, active = well fitted curve in the direction sought with a large enough effect; inconclusive = small, poorly fitted or top-dose-only effect, or another doubt; inactive = no such curve, though single readings can be large; an effect the other way counts as inactive or inconclusive. Potency is read from the fitted curve at half-maximal effect.

Values run as follows: Rab9 promoter act	ELG1 genotox	BRCA1 expr act	uPA surface inh	Gal4-VP16 FLuc	p53 reactivator	RORgamma inh	FLuc counter	NPC1 promoter act	MBNL1-CUG inh
- CCCOC1CCCN(C(=O)c2cc(COc3c(F)cccc3F)on2)C1 (stereo not drawn)
    2.2µM*	?	?	4%	28%	22%	25%	12µM*	2.8µM*	-10%
- Cc1nc2ccccc2n1CC(=O)NC1CCCCCC1
    -18%	-8%	4%	-6%	20µM*	1%	35%	-2%	-2%	-4%
- O=C(O)CCCCCCCCCCP(=O)(c1ccccc1)c1ccccc1
    0%	-4%	-5%	0%	3%	1%	-16%	-1%	0%	3%
- COc1cccc(NC(=O)Nc2cc(C)ccc2OC)c1
    7%	1%	20%	3%	-19%	-4%	-11%	?	1%	2%
- CCNC(=S)Nc1ccc(OCC)cc1
    -1%	5%	28%	6%	?	1%	13µM*	4%	-4%	.
- COc1cc(C)ccc1OC(C)C(=O)Nc1ccc(N2CCCCC2)cc1 (stereo not drawn)
    .	-2%	-21%	4%	.	3%	.	.	.	.
- O=C(O)C1CCCCN1S(=O)(=O)c1ccccc1 (stereo not drawn)
    1%	0%	23%	-1%	-3%	2%	-15%	5%	0%	3%
- OCc1cn(-c2ccccc2)nc1-c1cccnc1
    2%	-2%	19%	0%	2%	-5%	6%	?	-3%	-2%
- O=C(CCC(=O)c1ccc(Cl)cc1)OCC(=O)c1ccccc1
    1%	-3%	16%	1%	-14%	4%	26%	-17%	-2%	2%
- CCOC(=O)/C=C/[C@H]1CC2(CCO1)SCCCS2
    -3%	14%	?	0%	.	28%	.	?	13%	.
- CN(C(=O)CN1C(=O)S/C(=C\c2ccc(Cl)cc2)C1=O)C1CCS(=O)(=O)C1 (stereo not drawn)
    -7%	-2%	6%	-5%	-8%	-9%	?	-18%	4%	?
- O=C(NC1CCCC1)c1cccc(NC(=O)c2ccco2)c1
    1%	-8%	1%[1.84 µM]	-2%	14%	-6%	44%	-16%	7%	-10%
- CCCCN(CCCC)S(=O)(=O)c1ccc(NC(=O)Cc2cccs2)cc1
    -11%	-5%	-53%	.	-12%	3%	1%	-8%	-5%	-5%
- Cn1cc(Br)c(C(=O)NC(=S)N2CCN(c3ccccn3)CC2)n1
    -1%	-2%	8%	0%	13µM*	-2%	4µM*	1%	0%	12%[11.5 µM]
- O=C(c1ccccc1Cl)N1CCSCC1
    2%	0%	1%	5%	-4%	-3%	0%	1%	6%	-2%
- Cc1nc(CNS(=O)(=O)c2cc(F)ccc2F)cs1
    -4%	0%	-3%	-5%	-13%	-2%	-25%	7%	2%	-2%
- CN(CCC#N)CC(=O)Nc1ccc(NC(=O)CN(C)CCC#N)cc1
    8%	0%	-2%	1%	0%	-5%	-1%	2%	0%	-6%
- Cc1ccc(C(=O)Nc2ccncc2)c(C)c1
    -4%	-8%	1%	-4%	3%	-10%	18%	?	-2%	1%
- COC(=O)c1ccc2c(=O)n(CCCCCC(=O)N3CCN(c4ccc(F)cc4)CC3)c(=O)[nH]c2c1
    2%	-18%	-37%	0%	-1%	0%	29%	-2%	-2%	-3%
- COCCN(C(=O)c1ccco1)c1nnc(-c2ccc(F)cc2)s1
    ?	10%	46%	-1%	2%	7%	42%	?	28%	-7%
- Cc1cccc(C)c1OCC(=O)Nc1ccc2c(c1)OCCO2
    17%	?	83%	-29%	2.2µM*	9%	-37%	?	13%	?
- Cc1cc(C)nc(SCc2cc(=O)c(OC(=O)c3ccc(Br)o3)co2)n1
    -1%	2%	-10%	0%	-4%	-2%	-4%	-3%	0%	-6%
- COc1ccc(N2CC(C(=O)N3CCC(c4nc5ccccc5[nH]4)CC3)CC2=O)cc1 (stereo not drawn)
    1%	3%	-16%	22%	.	4%	.	5%	0%	.
- CC1(C)CC2CC(C)(CN2C(=O)c2cc(-c3ccc(O)cc3)on2)C1 (stereo not drawn)
    2%	-5%	-86%	1%	-17%	-1%	39%	4%	-2%	0%
- CCCN(CC(=O)Nc1ccc(F)c(F)c1F)C(=O)Cn1c(=O)cnc2ccccc21
    2%	4%	-7%	3%	.	1%	.	0%	2%	.
- Cc1cc(NC(=O)c2cn(C3CCCCC3)c(=O)c3c2c2ccccc2n3C)no1
    -2%	-8%	-52%	?	4%	-1%	-40%	6%	-5%	184%[activator]
- FC(F)(F)Oc1ccc(NC(=S)Nc2ccccc2N2CCOCC2)cc1
    -5%	-9%	-32%	-1%	?	-1%	7.9µM*	2%	1%	.
- O=C(NCc1ccccc1)C1=C[C@@H](C2CC2)C[C@@H](OCc2ccc(CO)cc2)O1
    -3%	-4%	-8%	0%	28%	-3%	32%	-5%	-8%	5%
- COc1cc(-c2c(-c3ccsc3)sc3ccccc23)cc(OC)c1OC
    -2%	-1%	0%	6%	.	2%	.	0%	1%	.
- COc1cc(OC)c(N(C)C(=O)c2cn(C)c(=O)c3cc(OC)c(OC)cc23)cc1Cl
    1%	-3%	-7%&-15%	1%	6%	-4%	1%	0%&0%	0%	1%
- COc1cc(OC)c2cc(C(=O)N/N=C/c3ccccc3O)[nH]c2c1
    -34%[inhibitor]	?	-77%	?	5.6µM*	4%	6.3µM*	-5%	-45%[inhibitor]	0%
- COc1ccc(C(=O)OCC(=O)Nc2nc3c(F)c(F)c(F)cc3s2)cc1OC
    -2%	0%	2%	4%	-8%	-1%	-14%	5%	-1%	20%
- COc1ccc(CN2C(=O)CCC2(C)C(=O)NC2CCCCCC2)cc1 (stereo not drawn)
    -3%	-4%	1%	.	0%	39%	-4%	2%	-2%	-5%
- CC(=O)N1c2ccc(S(=O)(=O)N3CCC(C(=O)N4CCC(C)CC4)CC3)cc2CC1C (stereo not drawn)
    0%	-1%[9.26 µM]	-17%	-4%	-1%	-5%	16%	0%	-2%	-1%
- CCOC(=O)c1c(NC(=O)COC(=O)CNC(=O)c2ccc(Cl)cc2Cl)sc(C(=O)N(C)C)c1C
    3%	-3%	-5%	2%	.	1%	.	-1%	11%	.
- CCCCC(=O)Nc1ccc(NC(=S)NC(=O)CCCCl)cc1OC
    -2%	2%	3%	0%	?	1%	?	6%	-7%	?
- Cc1c(NC(=O)c2cc3ccccc3oc2=O)c(=O)n(-c2ccccc2)n1C
    26%	?	24%	13%	15%	10%	?	?	15%	?
- CC(=O)N1CC(C)Oc2ccc(S(=O)(=O)NC(CC(=O)O)c3ccccc3)cc21 (stereo not drawn)
    4%	0%[9.26 µM]	-4%	7%	-11%	.	-1%	0%	-8%	-13%
- Cc1ccc(C(=O)COC(=O)CCN2C(=O)C3C4CCC(C4)C3C2=O)cc1[N+](=O)[O-] (stereo not drawn)
    -2%	-3%	6%	-3%	-4%	5%	-5%	-18%	-1%	?
- COc1ccc(NC(=O)/C(C#N)=C\c2cc(C)n(-c3ccc4c(c3)OCO4)c2C)cc1
    -10%	4%	-30%	-13%	0%	-4%	?	?	-20%	.
- COc1ccc(S(=O)(=O)N(CC(=O)NCC2CCCO2)c2ccc(F)cc2)cc1OC (stereo not drawn)
    -2%	-2%	-8%	0%	-5%	6%	-3%	0%	-2%	0%
- COc1ccc(OC)c(/C=N/n2c(-c3n[nH]c4c3CCC4)n[nH]c2=S)c1
    -3%	-1%	-9%	-9%	-1%	-1%	15%	-4%	2%	.
- CCn1c(=O)cc(OCC(=O)Nc2ccccc2C#N)c2ccccc21
    -2%	?	-14%	6%	-5%	-8%	-1%	6%	1%	2%
- CC(C)(C)[C@H]1C=C(C(=O)NCc2nc3ccccc3[nH]2)O[C@@H](OCc2ccc(CO)cc2)C1
    -3%	-5%	0%	4%	4%	3%	-17%	-1%	-4%	-3%
- C=CCNC(=O)/C(=C\C=C\c1ccccc1)NC(=O)c1ccccc1Cl
    6%	-5%	2%	-2%	-3%	-1%	-17%	?	-1%	?
- COc1ccc(OC)c(CCNC(=O)c2ccc(NC3=NC4CS(=O)(=O)CC4S3)cc2)c1 (stereo not drawn)
    13%	-1%	1%	4%	1%	5%	-6%	0%	0%	-9%
- O=C(C[C@H]1C/C=C\C[C@@H](Cc2ccc(F)cc2)C(=O)O[C@@H](c2ccccc2)CNC1=O)NCCO
    .	-5%	-17%	4%	.	-3%	.	.	.	.
- COc1cc(CN2CCCCC2)ccc1OCc1ccccc1
    23%	15%	10µM*	-7%	-3%	?	-25%	?	29%	-2%
- CCN(CC(=O)Nc1ccc(C(C)=O)cc1)CC(=O)Nc1cccc(OC)c1
    -2%	1%	0%	3%	0%	-5%	30%	0%	-1%	-1%
- CCOc1ccc(S(=O)(=O)N2CCCCC2)cc1NC(=O)Cc1ccccc1
    -7%	-1%	-30%	-14%	.	-1%	.	4%	0%	.

Compounds were not picked by outcome; about 13% have a hit in one of these screens.
